# SRC2 TRFRET art – TR-FRET artefact, counter-screen to PPARgamma/SRC-2 agonist assay. stronger effect = higher value. TR-FRET ratio at 8 µM. actives 0.4% (n = 200,000); in the data active = TR-FRET ratio above about 2000; also: inactives centre near 1500
# bIAP inhibitor – intestinal alkaline phosphatase (bovine) inhibition. 190,000 tested, under 10 active. purified bovine IAP, CDP-star luminescence, 30 min. AID 1019. inhibition, % at 20 µM;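 active = over 50% inhibition of intestinal alkaline phosphatase at 20 µM in the single-dose screen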
#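 test system = bovine IAP enzyme | medium = DEA buffer 100 mM, pH 9.8, with MgCl2 1.0 mM, ZnCl2 0.02 mM | detection = luminescence | dosing = single compound dose of 20 µM, 2% DMSO final | incubation = 30 min reaction at room temperature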
# Redox H2O2 prof – compounds producing H2O2 with reducing agent – biochemical, NIH compound library profiling, artefact control for MLSCN library redox annotation, primary screen. DTT-dependent redox cycling H2O2, phenol red/HRP absorbance; 100% = 100 µM peroxide control, 0% = buffer. activation, % at 10 µM. actives 0.03% (n = 200,000). AID 878;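 active = activation of at least 50% relative to the plate's high and low controls in the primary single-dose screen; inactive = activation below 50%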;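 also: compound incubated with DTT at 0.8 mM final as the reducing agent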
# L major viab – reduces viability of Leishmania major promastigotes | actives 9% (n = 200,000) | resazurin fluorescence viability | inhibition, % at 10 µM | AID 1063; in the data active = inhibition above about 50%;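 also: promastigotes grown with compound for 44 hours at 28 °C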
# Efa HMGR inh – inhibitors of class II HMG-CoA reductase from Enterococcus faecalis; actives 0.41% (n = 190,000); inhibition, % at 10 µM; purified E. faecalis HMGR, NADPH absorbance 340 nm kinetic;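 active = inhibition above a set limit, the median over all tested compounds plus 3 SD, cut at about 9.5% in these data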;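 also: enzyme runs in reverse so mevalonate oxidation gives rising NADPH absorbance; 0% = complete reaction with DMSO and 100% = background rate lacking mevalonate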
# PPARg SRC3 recr – promotes SRC-3 coactivator recruitment by human PPARgamma. P37231. actives 0.26% (n = 200,000). activation, % at 8 µM. biochemical PPARgamma/SRC-3 coactivator recruitment assay; in the data active = activation above about 23%;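 also: 0% = DMSO and 100% = reference agonist; some compounds past the cut are filed as inactive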
# Target sequence (P37231 whole entry, looked up): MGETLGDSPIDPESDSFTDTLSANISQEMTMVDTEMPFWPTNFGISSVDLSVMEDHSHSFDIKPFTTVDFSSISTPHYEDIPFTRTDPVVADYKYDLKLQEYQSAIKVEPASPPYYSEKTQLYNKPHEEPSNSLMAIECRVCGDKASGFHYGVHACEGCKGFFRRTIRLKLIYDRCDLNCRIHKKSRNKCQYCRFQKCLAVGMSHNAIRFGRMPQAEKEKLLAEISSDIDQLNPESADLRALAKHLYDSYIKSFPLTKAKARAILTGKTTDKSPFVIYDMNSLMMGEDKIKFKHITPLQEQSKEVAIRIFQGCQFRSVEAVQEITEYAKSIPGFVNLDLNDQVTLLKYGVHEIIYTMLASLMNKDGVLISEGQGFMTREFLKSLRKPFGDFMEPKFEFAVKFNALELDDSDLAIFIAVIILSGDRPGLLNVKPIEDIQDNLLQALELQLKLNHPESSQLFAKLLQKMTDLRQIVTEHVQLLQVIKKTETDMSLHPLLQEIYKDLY
# S1P3 antag – antagonists of human S1P3 receptor; Q99500; CHO S1P3 NFAT-BLA reporter, FRET fluorescence, antagonist mode; inhibition, % at 4.98 µM; actives 0.27% (n = 170,000);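 active = inhibition above the plate cutoff, the mean inhibition of test wells on that plate plus 3 SD, cut at about 28% in these data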;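 also: cells challenged with S1P at its EC80 of 0.8 µM; blue over green emission ratio from cleaved BLA substrate after 4 h stimulation; 0% = S1P-stimulated wells and 100% = unstimulated DMSO-only wells; some compounds past the cut are filed as inactive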
# Target sequence (Q99500 whole entry, looked up): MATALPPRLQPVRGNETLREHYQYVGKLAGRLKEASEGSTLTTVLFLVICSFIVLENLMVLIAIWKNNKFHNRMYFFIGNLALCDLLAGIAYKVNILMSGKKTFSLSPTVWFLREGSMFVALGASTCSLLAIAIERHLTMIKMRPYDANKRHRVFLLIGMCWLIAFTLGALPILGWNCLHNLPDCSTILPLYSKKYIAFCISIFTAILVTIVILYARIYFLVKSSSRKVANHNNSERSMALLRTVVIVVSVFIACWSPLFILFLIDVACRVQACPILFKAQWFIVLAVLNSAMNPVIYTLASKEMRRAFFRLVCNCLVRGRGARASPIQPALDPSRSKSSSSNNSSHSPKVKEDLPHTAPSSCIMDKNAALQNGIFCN
# ROMK mod – human ROMK K+ channel modulation, primary screen; Tet-inducible ROMK, thallium flux fluorescence; actives lie on both sides; B-score at 10 µM; actives 2% (n = 130,000); P48048;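 active = signal ratio slope over the read window, or its plate-corrected B-score, at least 3 SD from the plate mean, either direction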;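 also: B-score of the F/F0 ratio slope over 7 to 12 s after thallium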
# PPARg SRC-2 ag – promotes SRC-2 coactivator recruitment by human PPARgamma; activation, % at 8 µM; actives 0.34% (n = 200,000); PPARgamma LBD-SRC-2 recruitment, biochemical; P37231; in the data active = activation above about 22%;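 also: 0% = vehicle and 100% = reference agonist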
# RAM network inh – blocks the yeast RAM network. S. cerevisiae dse1pr::URA3 reporter, 5-FOA growth OD615, 2 d; analog-sensitive cbk1-as2 kinase mutant strain. inhibition, % at 50 µM. actives 1.8% (n = 190,000);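 active = inhibition above a set limit, 3 SD over mean compound inhibition, cut at about 8.4% in these data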;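 also: 0% = DMSO-only wells with no growth and 100% = 10 µM 1-NA-PP1 full growth; inhibition rescues growth on 5-FOA so higher OD means more RAM inhibition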
# PPARg SRC1 recr – agonists of human PPARgamma SRC-1 coactivator recruitment. actives 0.41% (n = 200,000). PPARgamma-SRC-1 coactivator recruitment biochemical assay. activation, % at 8 µM. AID 631; in the data active = activation above about 19%;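 also: 0% = DMSO and 100% = reference agonist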
# The depositor's hits bear a star; · = not tested or not shown; & = joins results of further samples. Compounds were not picked by outcome; overall some 13% were active at least once.
smiles	SRC2 TRFRET art	bIAP inhibitor	Redox H2O2 prof	L major viab	Efa HMGR inh	PPARg SRC3 recr	S1P3 antag	ROMK mod	PPARg SRC-2 ag	RAM network inh	PPARg SRC1 recr
CC(C)(C)OC(=O)N[C@@H](Cc1ccccc1)c1nnc(SCC(=O)O)o1	1497	0	0.0	-6	-3	-4	-36	0.17	-8	1.3	11
O=c1c2ccccc2nc2n1CCC2O (stereo not drawn)	1747	-9	-0.4	-2	-6	3	2	·	8	1.9	4
CCC1Oc2ccc(C)cc2N(CC(=O)NCc2cccc(OC)c2)C1=O (stereo not drawn)	1362	3	2.1	9	0	1	17	·	-4	0.7	4
CC1Cn2c(nnc2-c2cccc(N)c2)S1 (stereo not drawn)	1707	19	0.3	-7	-1	3	13	·	2	1.1	8
CCOC(=O)C(CC)n1cnc2sc3c(c2c1=O)CCC3 (stereo not drawn)	1396	2	-0.5	-7	0	-9	-32	-0.38	-14	1.5	5
COCCCn1cn[nH]c1=S	1610	3	-0.6	-12	-1	1	2	-0.23	5	1.5	14
Cc1ccc(CN2C(=O)/C(=C\c3ccc(C(=O)NCc4cccnc4)cc3)Oc3ccccc32)cc1	1526	2	0.4	1	0	-5	-1	·	6	1.6	-2
Cc1nc(C)c(CCNC(=O)c2cccc(Cl)c2)s1	1498	11	0.5	-5	-2	-1	-2	·	-3	0.1	-10
COc1ccc2nc(NC(=O)C3CCN(S(=O)(=O)c4cccnc4)CC3)sc2c1	1728	4	-0.7	54*	-4	-1	·	·	1	3.5	0
O=C(Nc1cccc2nsnc12)c1cccs1	1517&1623	14&-2	3.5&-5.2	4&-6	3&-3	2&-2	2&-36	-0.0025&-0.1	-1&6	0.3&0.7	3&-2
O=C(CSc1nnc(-c2ccc(Cl)cc2)n1CC1CCCO1)NC1CCS(=O)(=O)C1 (stereo not drawn)	1477	0	-0.2	-3	2	-2	-16	-0.72	0	1.0	3
CCOC(=O)C1CCN(S(=O)(=O)c2cn(C)c(=O)n(C)c2=O)CC1	1577	6	-0.4	-6	-3	3	-20	·	7	1.4	4
COc1cc(CNC(C)(C)CO)cc(Br)c1OCc1ccccc1	1724	-27	-1.2	80*	3	1	3	-0.73	-3	-0.3	-1
COc1ccc(OC(=O)CCCN2C(=O)c3ccccc3C2=O)cc1	1565	2	0.8	-4	-3	12	·	0.16	3	2.2	0
Cc1ccc(S(=O)(=O)NC2=NCCCCC2)cc1	1464	0	0.3	-5	-7	2	1	·	-9	-0.1	-3
CSc1ncc(Cl)c(C(=O)Nc2cccc(C)c2)n1	1615	-12	0.0	-3	-3	-2	2	·	2	4.2	5
O=C(COc1ccc(Cl)cc1Cl)NCCCN1CCOCC1	1493	0	-1.0	94*	-1	2	18	·	0	0.7	1
Cc1onc(-c2ccccc2)c1C(=O)OCC(=O)Nc1ccc2c(c1)OCO2	1281	10	1.6	2	-1	0	-1	-0.21	3	4.9	3
CN(CCOC(=O)/C=C/c1ccccc1)C(C)(C)C	1622	2	-0.1	-4	1	-4	-10	-0.8	1	0.5	2
CCN(CC)CCOCCOc1cc(C)c(Cl)c(C)c1	1400	9	0.1	99*	-2	4	·	0.024	6	2.0	2
CN(C)/C=C(\C=O)c1ncc(C(F)(F)F)cc1Cl	1552	0	-0.5	-1	0	0	-1	1.9	-12	0.6	1
COC(=O)/C=C/c1cnc2ccccc2c1	1475	-10	0.6	8	-4	9	-10	0.26	1	0.6	-4
COc1ccc(Cn2cc3c(-c4ccc(F)cc4)nnc-3c3cc(OC)c(OC)cc32)cc1	1610	-8	-1.6	17	-5	-3	·	·	1	4.1	4
Cc1ccc(C(c2sc3ncnn3c2O)N2CCC(C)CC2)cc1 (stereo not drawn)	1647	-14	-0.1	1	6	0	-3	·	2	-0.5	2
CCC(=O)Nc1nc2c(OC)ccc(C)c2s1	1442	0	-0.1	-5	-12	9	-9	·	4	1.9	9
COC(=O)c1cn(NC(=O)c2ccc(OC)c(OC)c2)c(=O)c2ccccc12	1470	15	-4.1	-3	3	-3	·	·	-5	2.9	-6
COC(=O)c1ccc(CSc2nc(C)nc3sc(C)c(C)c23)o1	1545	3	-1.1	2	-1	-4	-12	-0.19	7	2.2	11
CCOn1c(=O)c(=O)n(OCc2ccccc2)c2ccccc21	1524	3	2.3	13	2	0	-16	1.4	-1	0.3	-12
CCC(C)(C)C1CCc2c(sc(NC(=O)c3cccs3)c2C(N)=O)C1 (stereo not drawn)	1644	25	-2.3	1	-1	15	·	·	3	1.7	2
CC1=C(C(=O)OC(C)C)C(c2cccs2)N2C(=O)CCSC2=N1 (stereo not drawn)	1745	-2	-0.9	3	-4	10	12	·	12	-1.1	3
Cn1c(O)c(N=NC(=O)Cn2ccc(C(F)(F)F)n2)c2ccccc21	1613	6	-0.6	58*	0	3	2	·	-5	1.8	4
COc1cccc(-n2c(SCC(=O)N3c4ccccc4CC3C)nnc2-c2ccco2)c1 (stereo not drawn)	1651	-22	0.1	53*	-2	5	·	-1.4	2	1.4	2
COc1ccc(NC(=O)Nc2ccc(Br)cn2)cc1	1472	6	-0.1	0	1	0	-16	·	4	5.2	4
CC(=O)Oc1ccc2ccccc2c1C(NC(=O)C(C)C)c1cccc([N+](=O)[O-])c1 (stereo not drawn)	1327	-6	0.1	99*	-1	-5	·	-0.26	0	-0.1	3
CC1CC(C)CN(c2ccc([N+](=O)[O-])cc2-c2nn[nH]n2)C1 (stereo not drawn)	1463	-3	0.0	-6	-5	-4	1	1.1	-4	-0.4	-1
C=CCn1c(SCC(=O)NCC2CCCO2)nnc1C1CCCCC1 (stereo not drawn)	1401	4	3.1	-4	-2	-13	0	·	1	0.4	2
O=C1CN(C(=O)c2cc3ccccc3oc2=O)C(c2ccc(F)cc2)c2cc(F)ccc2N1 (stereo not drawn)	1481	-6	0.5	16	4	1	0	4*	-6	0.1	-3
Cn1nc(C(=O)N2CCOCC2)c([N+](=O)[O-])c1C(=O)N1CCOCC1	1563	-17	0.0	-4	1	3	-3	·	-4	-0.2	-3
O=C(COc1nncc2ccccc12)NCCC1=CCCCC1	1596	4	1.2	-6	2	4	-21	·	9	0.5	1
CC(=O)Nc1ccc(OC(=O)COc2ccc(Br)cc2)cc1	1456	20	-0.2	-5	2	4	8	0.078	2	2.5	-2
CCCOc1cccc(C(=O)Nc2cccc(NC(=O)c3ccco3)c2)c1	1512	13	0.0	11	1	-1	17	·	1	2.7	4
Cc1ccc(OCC(=O)Nc2ccc(N3CCCC3)cc2)cc1C	1373	3	2.8	-3	-4	-1	17	·	2	1.8	10
O=C(c1ccncc1)N1N=C(C2CC2)CC1(O)C(F)(F)F (stereo not drawn)	1533	4	0.7	-6	-2	0	-5	-1.1	6	0.9	2
O=C(CSc1nc2ccccc2s1)Nc1nccs1	1462	3	2.9	5	-7	7	·	·	4	3.5	1
c1ccc(-c2cc3c(N4CCCCC4)ncnc3s2)cc1	1472	10	-2.3	22	-7	8	-23	-0.57	1	4.6	-7
COc1cc([N+](=O)[O-])ccc1-c1ccc(C(=O)Nc2ccc(NC(C)=O)cc2)o1	1615	0	0.4	-1	3	-2	-12	·	0	4.4	10
Cc1ccnc(Nc2nc(-c3c(C)nc4sccn34)cs2)c1	1565	15	-0.6	32	1	13	-14	·	9	-1.1	3
CC[n+]1c(/C=C2/C=C(C)CC(C)C2)sc2ccccc21 (stereo not drawn)	1668	5	0.1	100*	-3	6	-20	·	6	2.0	0
CC(=O)c1cccc(NC(=O)CC2S/C(=N/N=C/c3cccs3)NC2=O)c1 (stereo not drawn)	1526	-15	-0.5	-6	-3	0	1	0.55	-8	5.0	5
COc1ccc(OCC(O)CN2C(=O)NC(C)(C)C2=O)cc1 (stereo not drawn)	1399	27	-0.2	-6	-9	2	·	0.27	3	2.8	8

# Further results.
smiles	SRC2 TRFRET art	bIAP inhibitor	Redox H2O2 prof	L major viab	Efa HMGR inh	PPARg SRC3 recr	S1P3 antag	ROMK mod	PPARg SRC-2 ag	RAM network inh	PPARg SRC1 recr
Cc1cc(C(=O)CN2C(=O)NC3(CCCCC3)C2=O)c(C)n1Cc1ccc2c(c1)OCO2	1665	-3	2.0	31	0	-10	5	0.41	-2	3.3	-1
COC(=O)C(Cc1c[nH]c2ccccc12)NC(C)=O (stereo not drawn)	1298	-1	0.4	-3	-2	-8	·	·	-7	1.0	-7
C=CCn1c(SCC(=O)Nc2c(C)cccc2C)nnc1-c1cnccn1	1575	4	-1.5	-2	-2	4	23	·	3	1.9	9
O=C(Nc1ccc(N2CCOCC2)cc1)c1c(F)cccc1Cl	1477	14	-0.4	-1	-5	5	-10	0.64	-1	-0.4	5
CCCNC(=O)COC(=O)c1ccc(S(=O)(=O)N2CCCCCC2)cc1	1580	5	-0.7	-9	-2	3	-27	-0.86	0	1.0	10
Cc1cc(C(=O)CSc2n[nH]c(-c3ccccc3F)n2)c(C)n1Cc1cccs1	1532	5	0.0	83*	-1	2	·	-1.2	17	3.6	-1
CC(C)(C)C(=O)N(Cc1ccccc1)c1ccccn1	1376	-10	-0.8	-5	-8	-5	11	0.054	0	-0.1	-7
Cc1ccc(CN2CCN(Cc3cnc(C)s3)CC2CCO)o1 (stereo not drawn)	1351	-19	-1.0	-5	0	-2	4	0.59	6	-0.5	1
CCOC(=O)N1CCC(=NNc2ccc(S(=O)(=O)N3CCOCC3)cc2[N+](=O)[O-])CC1	1550	20	-0.2	-5	-5	6	-11	0.12	-5	2.5	4
C[C@@H](C(=O)NCc1ccc(S(C)(=O)=O)cc1)[C@@H]1C[C@@]1(C)[C@@H](NC(=O)OCc1ccccc1)c1ccccc1	1481	10	1.0	-2	6	1	-12	0.11	-1	4.2	6
Cc1cccc(N2CCN(S(=O)(=O)c3c(C)[nH]c(=O)[nH]c3=O)CC2)c1C	1375	8	0.1	-10	3	4	·	0.043	9	3.8	0
Cn1ccnc1C(=O)c1ccc(NN)c([N+](=O)[O-])c1	1660	9	-2.4	-10	-3	6	0	0.91	8	-1.1	16
COc1cccc(-n2c(Cc3cc(=O)[nH]c(=O)[nH]3)nnc2SCc2cccc(C(F)(F)F)c2)c1	1532	2	11	-4	6	2	-16	-0.094	8	0.9	8
O=C(CNC(=O)c1cccc(F)c1)N/N=C/c1ccc(O)c([N+](=O)[O-])c1	1744	0	0.1	46	-4	3	-2	·	5	2.2	-2
COC(=O)c1ccc(NC(=O)COc2ccc(S(=O)(=O)NC(C)(C)C)cc2)cc1	1529	-9	-0.8	-6	5	0	-10	0.014	-4	2.9	-7

# Screening results as filed in PubChem.
